GLP-1R inv ag: GLP-1 receptor (human) inverse agonism; hit rate 1.6% among 410,000; AID 624417; Potency, µM (doses to about 38.3 µM), for inactives: at the highest dose activity change, negative = inhibition, most hits filed as inhibitors; HEK293 GLP-1R CRE-luciferase, luminescence, 24 h; GLP-1R form is constitutively active; further: potency means the concentration at half of the fitted maximal effect; on the % scale 0 is the no-effect control and ±100 the full control effect; nearly all actives have a fitted effect of over 55% in size
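GLP-1R inverse agonism mode: basal reporter luminescence in engineered HEK293 cells measured after one day of compound exposure at 37 deg C, with a 12 min room-temperature detection step.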
GLP1R cytotox: cytotoxicity counter-screen for GLP-1 receptor inverse agonists. hit rate 0.13% among 410,000. HEK293 cAMP-luciferase reporter cells, luminescence, 24 h. Potency, µM (doses to about 38.3 µM), for inactives: top-dose activity change, negative = inhibition, most hits filed as inhibitors;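 further: loss of luciferase light is scored as toxicity; potency means the concentration at half of the fitted maximal effect; on the % scale 0 is the no-effect control and ±100 the full control effect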
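Cells in DMEM/10% Nu serum/1% pen-strep, 1536-well format. Pre-incubated 12 h, dosed with 23 nL compound, incubated a further 24 h. Luciferase detection, 12 min at room temp, luminescence.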
PTHR1 agonist: agonists of human PTHR1 parathyroid hormone receptor; Q03431; HEK293 GP2 PTHR1 cells, GloSensor cAMP luminescence, 1 h; Potency, µM (doses to about 115 µM), without a hit: at the top dose activation, hits mostly activators; hit rate 0.075% among 410,000; further: potency means the concentration at half of the fitted maximal effect; nearly all actives have a fitted effect of over 55% in size; some results filed as inactive show a strong effect at the top dose; inactives centre near -15; many of its hits are not listed in these tables
Target sequence (Q03431 whole entry, looked up): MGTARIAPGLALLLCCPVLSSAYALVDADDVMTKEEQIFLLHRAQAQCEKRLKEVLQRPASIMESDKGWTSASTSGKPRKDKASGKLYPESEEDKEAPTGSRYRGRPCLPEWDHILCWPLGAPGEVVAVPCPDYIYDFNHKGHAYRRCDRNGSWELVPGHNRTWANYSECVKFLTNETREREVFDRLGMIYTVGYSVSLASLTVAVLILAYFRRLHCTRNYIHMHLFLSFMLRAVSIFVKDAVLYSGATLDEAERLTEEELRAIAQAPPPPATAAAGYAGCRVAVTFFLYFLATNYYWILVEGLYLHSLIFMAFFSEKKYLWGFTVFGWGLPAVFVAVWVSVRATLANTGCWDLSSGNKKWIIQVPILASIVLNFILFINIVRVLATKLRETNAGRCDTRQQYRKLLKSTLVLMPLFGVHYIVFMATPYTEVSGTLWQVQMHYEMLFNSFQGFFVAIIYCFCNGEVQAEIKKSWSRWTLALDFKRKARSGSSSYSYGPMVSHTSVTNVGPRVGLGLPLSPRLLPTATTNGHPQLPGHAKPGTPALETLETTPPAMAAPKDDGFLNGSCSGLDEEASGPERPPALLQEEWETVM
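HEK-293-derived GP2 cells expressing PTHR1 and a GloSensor cAMP reporter, 3,000/well, plated overnight, given luciferin plus IBMX (each 0.5 mM as added) for 1 h at 37 °C, then compound for 1 h at 37 °C. Luminescence was read after 15 min at room temperature.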
DRD3 agonist: agonists of human D3 dopamine receptor. D3R DiscoveRx beta-arrestin cells, luminescence, 90 min. P35462. AID 652048. max activation, %. hit rate 0.58% among 410,000; in the data active means max activation above about 30%; further: 0% is about no effect; mostly tested at two doses, the higher about 12 µM
Target sequence (P35462 whole entry, looked up): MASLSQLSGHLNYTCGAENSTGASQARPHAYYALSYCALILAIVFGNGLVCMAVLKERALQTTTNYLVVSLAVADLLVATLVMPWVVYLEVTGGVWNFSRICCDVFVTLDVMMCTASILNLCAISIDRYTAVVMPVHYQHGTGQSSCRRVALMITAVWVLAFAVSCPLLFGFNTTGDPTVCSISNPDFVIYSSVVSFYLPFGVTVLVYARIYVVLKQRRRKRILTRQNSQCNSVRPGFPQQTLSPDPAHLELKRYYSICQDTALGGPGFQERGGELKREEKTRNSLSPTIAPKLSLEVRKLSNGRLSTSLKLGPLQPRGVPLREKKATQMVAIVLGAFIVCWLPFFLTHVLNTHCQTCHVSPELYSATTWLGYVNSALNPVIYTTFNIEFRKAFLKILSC
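Agonist mode: compounds and dopamine controls were applied to plated cells for 90 min at 37 degrees C after an overnight attachment at 1500 cells/well. Luminescent read-out followed 30 - 60 minutes at room temperature with DiscoveRx detection reagent.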
DRD3 antagonist: D3 dopamine receptor (human) antagonism | D3R cells, DiscoveRx beta-arrestin luminescence, antagonist mode; hits give low values | max response, negative = inhibition, % | hit rate 2.5% among 360,000; in the data active means max response below about -50%; inconclusive means no clear call, values can overlap the other calls; further: on the % scale 0 is the no-effect control and ±100 the full control effect; mostly tested at two doses, the higher about 12 µM
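Cells expressing the human receptor were seeded at 1500 cells/well, incubated overnight at 37 degrees C in 5% CO2, then exposed to library compounds with dopamine controls for 90 minutes at 37 degrees C before luminescent detection.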
GLP-1R agonist: GLP-1 receptor (human) agonism; P43220; HEK293 GLP-1R CRE-luciferase, luminescence, 4-6 h; cells express a hypersensitive GLP-1R form; Potency, µM (doses to about 45.6 µM), for the others: at the top dose activation, most hits filed as activators; hit rate 0.007% among 380,000; AID 624172; further: potency means the concentration at half of the fitted maximal effect; % of control where 0% means no effect
TDP-43 yeast inh: TDP-43 toxicity inhibition in yeast | TDP-43 expressing yeast growth rescue, BacTiter-Glo, 24 h | Potency, µM (series often up to 46.1 µM), for the others: at the highest dose growth rescue (activation), usual class: activators | hit rate 1.8% among 410,000 | AID 652104; further: potency means the concentration at half of the fitted maximal effect; % of control where 0% means no effect; nearly all actives have a fitted effect of over 50% in size
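Luminescence from BacTiter-Glo reports growth of TDP-43-expressing yeast after 24 hr at 30 deg C with compound. Cells were raffinose-pregrown to mid-log, then seeded in galactose medium at OD600=0.02.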
aSyn yeast inh: rescues yeast growth from alpha-synuclein toxicity | AID 652106 | hit rate 0.14% among 370,000 | Yeast expressing alpha-synuclein, growth rescue, BacTiter-Glo, 24 h | Potency, µM (titrated, usually from 46.1 µM), for the others: top-dose growth rescue (activation), actives largely listed as activators; further: potency means the concentration at half of the fitted maximal effect; % of control where 0% means no effect; nearly all actives have a fitted effect of over 65% in size
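Galactose-induced alpha-syn yeast (OD600=0.02, raffinose-pregrown) + pinned cpd, 24 hr, 30 deg C; growth by BacTiter-Glo luminescence. Growth restoration scores as activation.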
KB-V1 cytotox: KB-V1 MDR subline cytotoxicity. KB-V1 MDR cells viability, CellTiter-Glo, 72 h. Potency, µM (titrated, usually from 46.1 µM), without a hit: at the highest dose activity change, negative = cytotoxicity, hits mostly cytotoxic. hit rate 3.4% among 400,000; further: potency means the concentration at half of the fitted maximal effect; on the % scale 0 is the no-effect control and ±100 the full control effect; nearly all actives have a fitted effect of over 60% in size
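Cytotoxicity toward P-gp-expressing KB-V1 cells was determined as loss of CellTiter-Glo luminescence after 72 h at 37 degrees C. Compounds were tested in quantitative HTS format across a concentration range, with curves fitted to normalized data.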
* hit, by the source's call; i = inactive; ? = inconclusive; nt = not tested or not shown; & = joins results of further samples; [ ] = remark or other dose. Unless noted, the call rests on the fitted dose curve; in most records, active means well fitted curve in the direction sought with a large enough effect; inconclusive means small, poorly fitted or top-dose-only effect, or another doubt; inactive means no such curve, though single readings can be large; an effect the other way counts as inactive or inconclusive. This is a subset; rates above refer to the full screens.

no.	Compound	PTHR1 agonist	KB-V1 cytotox	GLP-1R inv ag	GLP-1R agonist	TDP-43 yeast inh	DRD3 agonist	aSyn yeast inh	GLP1R cytotox	DRD3 antagonist
1	COc1c(C)cc(Br)cc1C(=O)Nc1ccc(N2CCN(S(C)(=O)=O)CC2)cc1	14%[57.5 µM]	0%	-15%	0%	-11%	5	6%	2%	5
2	COc1cc(OC)cc(C(=O)N2CCN(C(=O)COc3ccc4ccccc4c3)CC2)c1	-23%	2%	0%	0%	-17%	9	22%	-13%	-21
3	O=c1[nH]c(C2CCN(S(=O)(=O)c3ccc(C(F)(F)F)cc3)CC2)nc2c1nnn2Cc1ccc(F)cc1	-10%	?	?	-1%	-10%	-1	-2%	-8%	-5
4	COc1cc(NC(=O)C2CCCN(S(=O)(=O)c3cnc[nH]3)C2)cc(OC)c1 (stereo not drawn)	i	-4%	8%	5%	11%	-3	-1%	-10%	11
5	CC(C)(C)[C@H]1COC(=O)CC/C=C\C[C@@H](CC(=O)N[C@H](CO)Cc2ccccc2)C(=O)N1	-46%[inhibitor]	9%	2%	-2%	-11%	0	2%	-7%	28
6	COC(=O)[C@@]12C[C@@H](CC(=O)NCc3cccs3)C(=O)N(Cc3ccccc3)C1=CCC(C)(C)C2	-34%[inhibitor]	?	?	nt	18%	0	9%	1%	4
7	COc1ccc2nc(SCC(=O)NCCc3ccccc3)[nH]c2c1	-10%	?	-13%	10%	15%	-5	1%	-1%	15
8	CCNC(=S)NNc1ccccc1	-35%	2%	?	8%	-1%	-8	-6%	?	3
9	Nc1ccc(CCc2ccccn2)cc1	-15%	0%	11%	1%	-17%	1	1%	-6%	-1
10	Cc1nn(C)c(C(=O)NNC(=S)NCc2ccco2)c1Cl	-16%	9%	15%	0%	4%	10	-11%	-20%	?
11	O=S1(=O)CCN2C(=N1)SC1=C2CCN(Cc2ccccc2)C1	?	5%	6%	2%	-8%	-4	1%	8%	-17
12	O=C(Nc1cccc(S(=O)(=O)Nc2ccc(Cl)cc2)c1)c1ccccn1	-80%[inhibitor]	?	?	7%	7%	1	?	-8%	-8
13	CC(OC(=O)c1ccc2c(=O)n3c(nc2c1)CCCCC3)C(=O)Nc1ccc(F)cc1Cl (stereo not drawn)	i	?	9%	-3%	15%	3	4%	8%[1.53 µM]	6
14	COc1ccc(NCc2nnc(SCC(=O)c3ccc(OC)cc3)o2)cc1	-39%[inhibitor]	?	0%	-4%	-6%	-1	3%	-13%	27
15	COC(=O)c1sc(NC(=O)CSc2nc3cccnc3n2C)nc1C	i	0%	15%	?	-13%	3	3%	-8%	10
16	O=C(Nc1ccc(F)cc1F)C1CC(=O)N(Cc2ccccc2)C1 (stereo not drawn)	-2%	7%	-24%	-2%	19%	2	1%	0%	10
17	O=C(Nc1ccc(F)c(Cl)c1)c1cc(C2CCCCN2C(=O)c2ccc3c(c2)CCO3)on1 (stereo not drawn)	-3%	1%	?	12%	?	-5	4%	2%	11
18	COc1ccc(NC(=O)COC(=O)CCCc2c[nH]c3ccccc23)cc1	i	18%	0%	1%	16%	-2	nt	5%	?
19	CNc1nnc(-c2ccco2)s1	-12%	6%	39%[activator]	-1%	-5%	4	-8%	-5%	22
20	O=C(Nc1ccc2c(c1)OCO2)c1ccc(Cl)cc1Cl	-22%	18%	?	-4%	16%	2	2%	-8%	-1
21	Cc1nc2cc(O)ccc2n1C	i	10%	19%	-5%	-7%	-4	-7%	10%	7
22	Cc1csc2nc(CNS(=O)(=O)c3ccc4c(c3)CCCC4)cn12	-16%	3%	2%	4%	17%	12	7%	3%	4
23	O=C1O[C@@H](c2ccccc2)C[C@@H](O)C(=O)CCc2ccccc21	-17%	?	1%	-3%	9%	7	5%	-1%	-7
24	O=C(c1ccc(CN2CCc3ccccc3C2)cc1)N1CCCCC1	i	-3%	?	-5%	-11%	-20	-11%	1%	-73*
25	CCN(Cc1ccccc1)C(c1ccccn1)c1nnnn1C(C)(C)CC (stereo not drawn)	-27%	-5%	?	5%	-8%	-2	10%	-11%	10
26	O=C(NCCCN1CCOCC1)c1ccc2c(c1)N(Cc1ccccc1)CCS2	-10%	-2%	?	16%	-10%	-6	-3%	-2%	-8
27	Cc1ccccc1NC(=O)C[n+]1cc(-c2ccccc2)n2c1CCC2	-23%	0%	6%	3%	-8%	-44	0%	-1%	?
28	Cc1ccc(N(C(=O)c2csnn2)C(C(=O)NC2CCCCC2)c2ccccn2)cc1C (stereo not drawn)	i	?	2%	3%	-1%	3	0%	0%	1
29	Brc1cccc(OCCN2CCCCC2)c1	-2%	0%	-5%	1%	-21%	-36	-2%	-4%	-92*
30	CCOc1ccccc1NC(=O)CSc1ccc([N+](=O)[O-])cc1	-12%	-23%	20%	10%	?	4	1%	22%	-1
31	Cc1ccsc1C(=O)OCC(=O)c1cc2ccccc2o1	-7%	?	4%	-2%	-13%	-7	3%	7%	-17
32	CCOC(=O)CN(Cc1ccccc1)C(C(=O)NC1CCCCC1)c1ccc(C)cc1 (stereo not drawn)	-7%	-34%	3%	nt	-6%	-16	nt	8%	nt
33	O=C(c1ccc(N2CCCC2=O)cc1)N1CCN(c2ccc(C(F)(F)F)cc2[N+](=O)[O-])CC1	-36%[inhibitor]	?	?	5%	?	5	1%	-17%	29
34	Cc1cccc(NC(=O)CN2CCN(C(=O)c3cccc(-n4cnnn4)c3)CC2)c1C	-21%	4%	14%	-1%	-18%	-6	-1%	-10%	-21
35	Cc1noc(/C=C/N(C)C)c1S(=O)(=O)N1CCCC(C(=O)Nc2ccc(F)cc2F)C1 (stereo not drawn)	-21%	3%	-21%&-23%	-3%	4%&8%	6&-8	-4%	-1%&-3%	0
36	Cc1ccc(NC(=O)CO/N=C(\N)c2nonc2N)cc1C	i	1%	8%	3%	-6%	3	0%	8%	2
37	O=C(Cc1ccccc1)NNC(=S)Nc1ccccc1	i	-1%	-2%	7%	-18%	7	-6%	-19%	-22
38	CC(C)CNC(=S)NC(=O)c1ccccc1Cl	-18%	2%	?	10%	?	5	11%	9%	-2
39	O=[N+]([O-])c1c(N2CCN(CCO)CC2)nc2ccccn12	-40%[inhibitor]	8%	0%	-3%	12%	0	-6%	-41%	14
40	O=C(CSc1nc(-c2ccccc2)cs1)Nc1cccc([N+](=O)[O-])c1	-50%[inhibitor]	-27%	?	13%	3%	-4	4%	10%	3
41	COc1ccc(NC(=O)c2ccccc2Sc2ccc(NC(C)=O)nc2)cc1	i	-8%	24%	14%	5%	1	-3%	-3%	2
42	CCOC(=O)CNc1nc(C(C)(C)C)nc2c1nnn2Cc1ccccc1	-22%	-9%	?	0%	-14%	0	7%	-29%	6
43	COc1ccccc1C(=O)Nc1nnc(SCC(=O)NCC2CCCO2)s1 (stereo not drawn)	-13%	-4%	-26%	1%	-4%	2	6%	-6%	14
44	CCOc1ccccc1/C=N/n1c(C)nc2ccccc2c1=O	i	10%	19%	11%	5%	3	-2%	5%	14
45	CC(C)/C(=N/Nc1ccccc1[N+](=O)[O-])c1ccccc1	-24%	1%	?	4%	-11%[0.397 µM]	16	7%	-10%	-12
46	ON=C1CCCCCCCC1	-24%	1%	0%	-1%	11%	7	-1%	22%	4
47	COc1ccc(Cl)cc1NC(=O)c1cn(C2CCCCC2)c(=O)c2c1c1ccccc1n2C	-8%	23%	-13%	nt	0%	-6	nt	6%	nt
48	Cc1ccc(OCCSc2nnc(C)c(=O)n2N)cc1	i	-4%	8%	9%	-8%	-7	-1%	7%	-5
49	O=S(=O)(Nc1ccc2c(c1)nc1n2CCOC1)c1ccc(Cl)cc1	i	3%	3%	-2%	22%	5	8%	2%	23
50	O=C(CCCc1ccccc1)N1CCc2ccccc21	-16%[57.5 µM]	-8%	?	-1%	17%	2	-14%	-12%	4
51	Fc1ccc(NC(=S)NCCc2ccccc2)c(F)c1F	-7%[57.5 µM]	?	?	2%	?	-8	-29%	5%	16
52	O=C(OCCN1C(=O)c2ccccc2C1=O)c1cc(=O)[nH]c2ccccc12	i	9%	1%	-2%	18%	4	2%	3%	51
53	Cn1c(-c2ccc(Br)cc2)cnc1NCc1cccnc1	i	-13%	-7%	0%	-18%	-3	1%	80%[activator]	-62*
54	COc1ccc(C(=O)N2CCN(C(=O)c3ccco3)CC2)cc1	-18%[57.5 µM]	-3%	-4%	0%	1%	-12	-3%	-6%	0
55	CC1CN(Cc2nc3c(c(=O)n(C)c(=O)n3C)n2Cc2cccc(Cl)c2)CC(C)O1 (stereo not drawn)	-11%	-13%	0%	1%	19%	-6	2%	-2%	-27
56	C=CCn1c(SCc2cc(=O)n3ccsc3n2)nc2cc(Cl)ccc2c1=O	-70%[inhibitor]	-18%	15%	10%	26%	-2	-1%	22%	-6

Following part.
no.	Compound	PTHR1 agonist	KB-V1 cytotox	GLP-1R inv ag	GLP-1R agonist	TDP-43 yeast inh	DRD3 agonist	aSyn yeast inh	GLP1R cytotox	DRD3 antagonist
57	CCOC(=O)c1c(NC(C)=O)c2c3c(sc2n1Cc1nc(-c2cccc(C)c2)oc1C)CCCC3	i	nt	-4%	nt	10%	-2	nt	-2%	nt
58	CCC1CN(C(=O)N2CCC(C(=O)NCc3cc(OC)ccc3OC)CC2)c2ccccc2O1 (stereo not drawn)	-19%	nt	3%	nt	2%	5	nt	0%	nt
59	CCn1c2ccccc2c2nnc(SCC(=O)c3ccccc3)nc21	i	?	0%	22%	?	8	-5%	0%	11
60	O=[N+]([O-])c1nn(-c2ccc3c(c2)OCCO3)n(O)c1=NCc1ccccc1Cl	-5%	?	4%	0%	-3%	-7	12%	-13%	-22

High-throughput results deposited in PubChem BioAssay by National Center for Advancing Translational Sciences (NCATS).
